Screening results from PubChem BioAssay.
KCNQ2 inh: KCNQ2 potassium channel inhibitors, primary screen, cell-based, CHO-K1, FluxOR thallium flux, B-score (AID 2156); 20 min; active compounds read low; B-score at 10 µM; 1.1% of 310,000 active; Potassium voltage-gated channel subfamily KQT member 2 (Rattus norvegicus), O88943;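 active means fluorescence ratio B-score at most minus 3 library SDs, with starting brightness B-score within 2 library SDs, cut at about -5.5 in these data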
Target sequence (O88943 whole entry, looked up): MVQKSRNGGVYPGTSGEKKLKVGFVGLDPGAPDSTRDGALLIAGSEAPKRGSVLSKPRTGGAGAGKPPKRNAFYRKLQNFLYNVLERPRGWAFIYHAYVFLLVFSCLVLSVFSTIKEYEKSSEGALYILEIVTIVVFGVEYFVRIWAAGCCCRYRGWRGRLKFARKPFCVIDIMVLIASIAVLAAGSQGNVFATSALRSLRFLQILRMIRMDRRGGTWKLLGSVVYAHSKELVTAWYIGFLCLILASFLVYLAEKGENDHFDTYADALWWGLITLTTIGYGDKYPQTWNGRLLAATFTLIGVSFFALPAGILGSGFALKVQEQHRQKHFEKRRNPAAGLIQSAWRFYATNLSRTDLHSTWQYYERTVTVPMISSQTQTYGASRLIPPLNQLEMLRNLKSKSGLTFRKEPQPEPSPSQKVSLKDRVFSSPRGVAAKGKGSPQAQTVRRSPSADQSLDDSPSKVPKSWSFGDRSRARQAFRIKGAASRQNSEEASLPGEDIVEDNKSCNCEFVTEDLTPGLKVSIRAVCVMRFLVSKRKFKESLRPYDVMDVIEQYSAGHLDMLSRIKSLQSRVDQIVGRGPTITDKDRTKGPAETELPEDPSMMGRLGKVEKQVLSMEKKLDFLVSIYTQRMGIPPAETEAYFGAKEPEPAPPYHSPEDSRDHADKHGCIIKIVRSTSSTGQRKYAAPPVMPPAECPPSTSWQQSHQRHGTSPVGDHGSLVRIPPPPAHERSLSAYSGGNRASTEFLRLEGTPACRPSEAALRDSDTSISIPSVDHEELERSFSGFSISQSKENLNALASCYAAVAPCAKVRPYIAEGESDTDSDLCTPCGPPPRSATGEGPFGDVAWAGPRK
Kir21 inh: inhibitors of mouse Kir2.1 inward-rectifier potassium channel; Inward rectifier potassium channel 2 (Mus musculus), P35561; HEK293-Kir2.1, FluxOR thallium flux fluorescence; active compounds read low; B-score at 10 µM; 0.85% of 310,000 active;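 active means fluorescence ratio B-score at or below minus 3 SD of library scores, with starting-brightness B-score within 2 SD, cut at about -4.2 in these data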;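 further: channel flux triggered by added potassium and thallium sulfate stimulus; B-score of peak minus minimum fluorescence over baseline after thallium stimulus; more negative B-score means stronger Kir2.1 block with less thallium influx; some compounds called inactive have numbers as strong as hits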
* marks the source's active call; other numbers are inactive results.

The first 4 entries, to show the layout:
`CCc1ccc2c(c1)[C@]1(C(=O)N2)[C@@H]2C(=O)N(Cc3ccccc3)C(=O)[C@@H]2[C@@H]2CCCN21` gave KCNQ2 inh inactive and Kir21 inh 0.07.
COc1ccc(N2C3=C(CC4=C2CCCC4=O)C(=O)CCC3)cc1 was read as KCNQ2 inh inactive and Kir21 inh -1.2.
`O=C(NCCCn1ccnc1)c1cn(-c2ccccc2)nc1-c1ccc(F)cc1` gave KCNQ2 inh inactive and Kir21 inh -0.75.
CSc1ccccc1C(=O)NC1CCCN(c2ccc(C(F)(F)F)cn2)C1 (stereo unspecified) was read as KCNQ2 inh inactive and Kir21 inh 0.17.

Results, previewed entries included:
`CCc1ccc2c(c1)[C@]1(C(=O)N2)[C@@H]2C(=O)N(Cc3ccccc3)C(=O)[C@@H]2[C@@H]2CCCN21` gave KCNQ2 inh inactive and Kir21 inh 0.07.
COc1ccc(N2C3=C(CC4=C2CCCC4=O)C(=O)CCC3)cc1 was read as KCNQ2 inh inactive and Kir21 inh -1.2.
`O=C(NCCCn1ccnc1)c1cn(-c2ccccc2)nc1-c1ccc(F)cc1` gave KCNQ2 inh inactive and Kir21 inh -0.75.
CSc1ccccc1C(=O)NC1CCCN(c2ccc(C(F)(F)F)cn2)C1 (stereo unspecified) was read as KCNQ2 inh inactive and Kir21 inh 0.17.
Screening O=C(Nc1ccc2c(c1)OCO2)c1ccc(Cl)c(S(=O)(=O)N2CCOCC2)c1 returned KCNQ2 inh inactive and Kir21 inh -0.32.
Screening CN1/C(=C\C(=S)NC(=O)c2ccc([N+](=O)[O-])cc2)C(C)(C)c2ccccc21 returned KCNQ2 inh inactive and Kir21 inh 0.02.
For COc1ccccc1C(=O)N1CCCN(C(=O)c2ccccc2OC)CC1 the results were KCNQ2 inh inactive and Kir21 inh 0.73.
`Fc1ccc(NC(=S)NN2CCOCC2)cc1Cl` gave KCNQ2 inh inactive and Kir21 inh -1.6.
Screening COc1ccc2nc(NC(=O)c3ccccc3[N+](=O)[O-])sc2c1 returned KCNQ2 inh inactive and Kir21 inh 1.
O=C(Nc1ccc(Cl)cc1)C1CCCN(c2cnccn2)C1 (stereo unspecified) was read as KCNQ2 inh inactive and Kir21 inh 1.
`CCc1ccc(CCC(=O)Nc2nc(CC(C)=O)ns2)o1` gave KCNQ2 inh inactive and Kir21 inh 0.34.
For C=CCN(CC(=O)NC1CCCC1)C(=O)C(=O)Nc1ccc2c(c1)OCCO2 the results were KCNQ2 inh inactive and Kir21 inh 0.75.
Screening CCc1ccccc1NC(=O)c1ccccc1Sc1ccc([N+](=O)[O-])cc1Cl returned KCNQ2 inh inactive and Kir21 inh 0.82.
Screening Cn1c(SCC(=O)Nc2ccc(Br)cc2)nc(O)cc1=O returned KCNQ2 inh inactive and Kir21 inh -0.64.
For COCCN(C(=O)Cc1coc2cc(C)c(C)cc12)c1c(N)n(Cc2ccccc2)c(=O)[nH]c1=O the results were KCNQ2 inh inactive and Kir21 inh 0.51.
For C=CCn1c(N)c(C(=O)NCC2CCCO2)c2nc3ccccc3nc21 (stereo unspecified) the results were KCNQ2 inh inactive and Kir21 inh 0.73.
For Cc1ccc(S(=O)(=O)N2CCN(CC(O)c3ccccc3)CC2)cc1 (stereo unspecified) the results were KCNQ2 inh inactive and Kir21 inh -1.1.
`CCC1(c2ccc(F)cc2)NC(=O)N(CC(=O)N2CCN(S(=O)(=O)c3ccc(Cl)cc3)CC2)C1=O` (stereo unspecified) gave KCNQ2 inh inactive and Kir21 inh 0.51.
For Cc1ccc(C(=O)/C=C/c2cc(C#N)n(C)c2C)cc1 the results were KCNQ2 inh inactive and Kir21 inh 0.33.
COCC(C)NC(=O)NC(=O)c1ccc(Cl)cc1 (stereo unspecified) was read as KCNQ2 inh inactive and Kir21 inh 0.35.

Random excerpt: 6 records from the list, in no set order.
For COCCN(C(=O)Cc1coc2cc(C)c(C)cc12)c1c(N)n(Cc2ccccc2)c(=O)[nH]c1=O the results were KCNQ2 inh inactive and Kir21 inh 0.51.
`CCC1(c2ccc(F)cc2)NC(=O)N(CC(=O)N2CCN(S(=O)(=O)c3ccc(Cl)cc3)CC2)C1=O` (stereo unspecified) gave KCNQ2 inh inactive and Kir21 inh 0.51.
Screening Cn1c(SCC(=O)Nc2ccc(Br)cc2)nc(O)cc1=O returned KCNQ2 inh inactive and Kir21 inh -0.64.
`CCc1ccc(CCC(=O)Nc2nc(CC(C)=O)ns2)o1` gave KCNQ2 inh inactive and Kir21 inh 0.34.
For C=CCn1c(N)c(C(=O)NCC2CCCO2)c2nc3ccccc3nc21 (stereo unspecified) the results were KCNQ2 inh inactive and Kir21 inh 0.73.
For Cc1ccc(S(=O)(=O)N2CCN(CC(O)c3ccccc3)CC2)cc1 (stereo unspecified) the results were KCNQ2 inh inactive and Kir21 inh -1.1.

Next compounds.
For CC(C)(C)NC(=O)C(OC(=O)Cn1nnc(-c2ccc(F)cc2)n1)c1ccncc1 (stereo unspecified) the results were KCNQ2 inh inactive and Kir21 inh 1.1.
CNC(=S)Nc1cc(OC)ccc1OC was read as KCNQ2 inh inactive and Kir21 inh 0.66.
For OCC(O)C1OC(Nc2ccc(Br)cc2)C(O)C1O (stereo unspecified) the results were KCNQ2 inh inactive and Kir21 inh -0.18.
O=C(CSc1cccc[n+]1[O-])Nc1ccc([N+](=O)[O-])cc1Cl was read as KCNQ2 inh inactive and Kir21 inh -0.87.
Screening COc1ccc(-c2noc(N(C)CC(=O)Nc3cccc(C(F)(F)F)c3)n2)cc1 returned KCNQ2 inh inactive and Kir21 inh 0.94.
For CC1CCN(c2nc3ccccc3nc2C(C#N)C(=O)NC2CCCCC2)CC1 (stereo unspecified) the results were KCNQ2 inh inactive and Kir21 inh 0.02.
For CCOC(=O)c1c(NC(C)=O)sc2c(OC)cccc12 the results were KCNQ2 inh inactive and Kir21 inh 0.67.
Cc1ccc(NC(=O)CS(=O)CC(=O)N(c2ccccc2F)C(C)C(=O)NC2CCCC2)cc1 (stereo unspecified) was read as KCNQ2 inh inactive and Kir21 inh -0.02.
Nc1c(C(=O)c2ccccc2)sc(Nc2ccccc2)c1S(=O)(=O)c1ccccc1 was read as KCNQ2 inh inactive and Kir21 inh -0.05.
NC(=O)c1cc(S(=O)(=O)N2CCN(c3cccc(Cl)c3)CC2)cs1 was read as KCNQ2 inh inactive and Kir21 inh -0.42.
`CCn1cc(NC(=O)CCl)c(C)n1` gave KCNQ2 inh inactive and Kir21 inh -1.9.
C/C(=N\Nc1nnc(-c2ccccc2)c(-c2ccccc2)n1)c1cccc([N+](=O)[O-])c1 was read as KCNQ2 inh inactive and Kir21 inh 0.08.
Screening COc1ccc(-n2cc(-c3ccccc3)nc2SC)cc1 returned KCNQ2 inh inactive and Kir21 inh 0.07.
`O=C(Cn1nnc(-c2ccc(F)cc2)n1)N1CCCCC1` gave KCNQ2 inh inactive and Kir21 inh -0.13.
O=C1N/C(=N\S(=O)(=O)Cc2ccccc2)S/C1=C/c1cccc([N+](=O)[O-])c1 was read as KCNQ2 inh inactive and Kir21 inh -0.47.
For Cn1c(C(=O)NCc2ccccc2)cc2oc3ccccc3c21 the results were KCNQ2 inh inactive and Kir21 inh 0.06.
For O=C(Nc1cccnc1)c1cnc2ccccc2n1 the results were KCNQ2 inh inactive and Kir21 inh 0.18.
`O=C(N/N=C/c1ccco1)c1csc2c1CCCC2` gave KCNQ2 inh inactive and Kir21 inh 0.56.
O=C(O)c1cccc(N2C(=O)c3cccc4c(Cl)ccc(c34)C2=O)c1 was read as KCNQ2 inh inactive and Kir21 inh 1.6.
For Cc1ccc(S(=O)(=O)N2CCOCC2)cc1C(=O)N1CCCC1 the results were KCNQ2 inh inactive and Kir21 inh 0.14.
Screening C/C=C/C(=O)Nc1cccc(C(F)(F)F)c1 returned KCNQ2 inh inactive and Kir21 inh -0.54.
`Cc1ccccc1NC(=O)C(Cl)=C(Cl)Cl` gave KCNQ2 inh inactive and Kir21 inh 1.5.
O=C(NCc1ccc(F)cc1)C(=O)NCC1OCCN1S(=O)(=O)c1cccs1 (stereo unspecified) was read as KCNQ2 inh inactive and Kir21 inh 0.29.
CN(CCc1cnn(C)c1)C(=O)CCc1nnc(CCCc2ccccc2)o1 was read as KCNQ2 inh inactive and Kir21 inh 0.76.
Screening CC(=O)c1ccc(N2CCN(CC(O)c3ccccc3)CC2)cc1 (stereo unspecified) returned KCNQ2 inh inactive and Kir21 inh 0.26.
COc1ccc(C)cc1NC(=O)CSCc1ccccc1C was read as KCNQ2 inh inactive and Kir21 inh -1.4.
Screening Cc1ccc(C(=O)NCC(=O)OC(C)C(=O)Nc2ccc(N(C)C)cc2)cc1C (stereo unspecified) returned KCNQ2 inh inactive and Kir21 inh -0.43.
For CCn1c2ccccc2c2cc(NC(=O)COC(=O)c3cc(OC)c(OC)cc3OC)ccc21 the results were KCNQ2 inh inactive and Kir21 inh -0.12.
CCC(=O)N/C=C/n1cnc2cc(C(F)(F)F)ccc21 was read as KCNQ2 inh inactive and Kir21 inh -1.2.
`COc1ccc(Nc2nnc(-c3ccc(C)cc3)c3ccccc23)cc1C(=O)N1CCCCC1` gave KCNQ2 inh inactive and Kir21 inh -0.4.
CN1CCN(C(=O)c2ccc3c(Cl)c4c(nc3c2)CCCC4)CC1 was read as KCNQ2 inh inactive and Kir21 inh 1.1.
For N#CCC(=O)N/N=C/c1cn(Cc2ccc3ccccc3c2)c2ccccc12 the results were KCNQ2 inh inactive and Kir21 inh -2.4.
Cc1ccc(/C=C/C(=O)c2ccccc(=O)c2O)cc1C was read as KCNQ2 inh inactive and Kir21 inh -0.38.
For CCN(CC)C(=O)C1CCCN(c2ncnc3c2cnn3-c2ccc(Cl)cc2)C1 (stereo unspecified) the results were KCNQ2 inh inactive and Kir21 inh -0.62.
Screening CC(=O)Oc1c(C)cc(O)c2ccccc12 returned KCNQ2 inh inactive and Kir21 inh 1.3.
For CC1CCN(c2c([N+](=O)[O-])c(=O)n(-c3ccccc3)c3ccccc23)CC1 the results were KCNQ2 inh inactive and Kir21 inh 1.3.
CCC(=O)N(Cc1cc2cc(OC)ccc2[nH]c1=O)c1ccccc1C was read as KCNQ2 inh inactive and Kir21 inh -0.1.
O=[N+]([O-])c1ccc(O)c(/C=N/n2c(-c3ccccc3)n[nH]c2=S)c1 was read as KCNQ2 inh inactive and Kir21 inh -1.9.
For C=CCn1c(C(CCCC)CC(O)COCCC)n[nH]c1=S (stereo unspecified) the results were KCNQ2 inh inactive and Kir21 inh -0.74.
Cc1cc(CN(C)C(=O)c2ccc3nc(Cc4ccccc4F)oc3c2)on1 was read as KCNQ2 inh inactive and Kir21 inh -1.5.
`Cc1ccc(C(C(=O)NC2CCCCC2)N(C(=O)c2csnn2)C2CC2)o1` (stereo unspecified) gave KCNQ2 inh inactive and Kir21 inh 1.4.
`COc1ccc(-n2c(-c3ccco3)nc3c(cnn3-c3ccccc3C)c2=O)cc1` gave KCNQ2 inh inactive and Kir21 inh 1.
For CC(=O)C1=C(O)C(=O)N(c2ccc(C(=O)O)cc2)C1c1ccc([N+](=O)[O-])cc1 (stereo unspecified) the results were KCNQ2 inh inactive and Kir21 inh 0.25.
Screening Cc1ccc(C2(C)NC(=O)N(CC(=O)Nc3ccc4[nH]c(=O)[nH]c4c3)C2=O)cc1 (stereo unspecified) returned KCNQ2 inh inactive and Kir21 inh -1.8.
Screening S=c1[nH]nc(CCc2nc3ccccc3[nH]2)n1-c1cccc(Cl)c1 returned KCNQ2 inh inactive and Kir21 inh -0.81.
`NCCCCCc1nnc(SCC(=O)c2ccc(Cl)cc2)o1` gave KCNQ2 inh inactive and Kir21 inh -0.04.
CN(C)CCN1C(=O)C(O)=C(C(=O)c2cc3ccccc3o2)C1c1ccc(N(C)C)cc1 (stereo unspecified) was read as KCNQ2 inh inactive and Kir21 inh -0.02.
Screening CN1CCN(S(=O)(=O)c2cccc(C(=O)N3CCc4ccccc43)c2)CC1 returned KCNQ2 inh inactive and Kir21 inh -0.29.
Screening Cc1cc(C)c(S(=O)(=O)N2CCCC(C(=O)NCCC3=CCCCC3)C2)c(C)c1 (stereo unspecified) returned KCNQ2 inh inactive and Kir21 inh -0.03.
Screening O=S(=O)(NC1CCCCC1NCc1ccco1)c1ccc(Cl)cc1 (stereo unspecified) returned KCNQ2 inh inactive and Kir21 inh -1.9.
Screening CNC(=O)c1ccc(NC(=O)C2CCN(c3ncnc4sc(C)c(C)c34)CC2)cc1 returned KCNQ2 inh inactive and Kir21 inh -0.21.
Screening O=c1c2cnn(-c3ccccc3)c2ncn1Cc1ccco1 returned KCNQ2 inh inactive and Kir21 inh 0.29.
`O=C(c1ccc2c(c1)OCO2)N(c1ccccc1)C1C=CS(=O)(=O)C1` (stereo unspecified) gave KCNQ2 inh inactive and Kir21 inh -0.06.
Screening Cc1c(C=O)c2ccccn2c1C(=O)c1ccccc1Cl returned KCNQ2 inh inactive and Kir21 inh 0.83.
`Cn1c(CNc2ccc(F)cc2)nnc1SCC(=O)NNC(=O)Cc1ccccc1` gave KCNQ2 inh inactive and Kir21 inh 1.9.
For COCCNC(=O)c1c[nH]c2ccc(S(=O)(=O)N3CCOCC3)cc2c1=O the results were KCNQ2 inh inactive and Kir21 inh -0.02.
Screening CCOc1ccc(C2CC(c3cccc(C)c3)n3nc(N)nc3N2)cc1 (stereo unspecified) returned KCNQ2 inh inactive and Kir21 inh -1.7.
O=C(c1cc(-c2ccccc2Cl)nc2ccccc12)N1CCN(c2ccccc2O)CC1 was read as KCNQ2 inh inactive and Kir21 inh -0.35.
For COc1ccc(C(=O)Nc2ccc(C(=O)Nc3cccc(C)c3)cc2)cc1 the results were KCNQ2 inh inactive and Kir21 inh 0.07.
`CC(=O)Nc1ccc(S(=O)(=O)N2CCC(C(=O)NCCc3c[nH]c4ccccc34)CC2)cc1` gave KCNQ2 inh inactive and Kir21 inh 0.56.
`CC(C)c1ccc(CCNC(=O)c2ccc([N+](=O)[O-])cc2)cc1` gave KCNQ2 inh inactive and Kir21 inh 0.91.
